Source: PubChem
NCI-60 one-dose screen, 48 h, at 10 µM unless noted. Numbers give growth in % (100 = growth as untreated, 0 = no growth, -100 = all killed).
HT29 – HT29 colon cancer; 81,000 tested, 7.4% active; AID 1794748
SNB-19 – SNB-19 CNS cancer cells; 81,000 tested, 2.5% active; AID 1794751
HCT-116 – HCT-116 colon cancer. 82,000 tested, 7.3% active
HCC-2998 – HCC-2998 colon cancer; 79,000 tested, 4.7% active; AID 1794799
SW-620 – SW-620 colon cancer | 82,000 tested, 5.2% active
KM12 – KM12 colon cancer cells. 82,000 tested, 5% active
COLO 205 – COLO 205 colon cancer; 79,000 tested, 7.3% active; AID 1794742
SNB-75 – SNB-75 CNS cancer; 79,000 tested, 5% active
HCT-15 – HCT-15 colon cancer | 82,000 tested, 5.2% active | AID 1794746
An asterisk follows results filed as active; . = no result given; [ ] = dose if it differs, or a comment. How the source made its calls: active means growth percent below 10; inactive means the rest.

1: Cc1ccc(/C=C/C(=O)c2ccc(NC(=O)CSc3nc4c([nH]3)c(=O)n(C)c(=O)n4C)cc2)c(C)c1
2: N#C/C(=C/N)C(N)=O
3: O=C(Nc1ccc2c(ccn2C(=O)c2cccc(F)c2)c1)c1ccnc([N+](=O)[O-])c1
4: COc1ccc(NC(=O)Nc2ccc(-c3cccnc3)cc2Oc2cc(OC)c(OC)c(OC)c2)cc1
5: O=C(O)c1ccc(O)c(O)c1
6: O=C(Nc1ccc(Oc2ncnc3scc(Nc4n[nH]c(=S)s4)c23)cc1)C1(C(=O)Nc2cccc(C(F)(F)F)c2)CC1
7: C/C(CC/C(C)=N/NC(N)=O)=N/NC(N)=O
8: O=C(NCCO)c1ccc(O)cc1O
9: O=S1(=O)Oc2c(Cl)cc(Cl)cc2S(=O)(=O)Oc2c(Cl)cc(Cl)cc21
10: O=C(CN1C(=O)NC2NC(=O)NC21)Nc1ccccc1O (centres undefined)

assay / entry,1,2,3,4,5,6,7,8,9,10
HCT-15,71,104,96,111,99,95,104,106,101,103
HCT-116,5.1*,100,100,93,94,100,103,105,105,99
SW-620,49,107,108,110,94,103,96,107,106,98
HT29,53,107,104,102,105,112,94,.,118,100
HCC-2998,45,109,107,96,106,107,96,101,110,101
KM12,37,114,105,93,106,.,99,102,113,102
SNB-75,19,84,111,83,86,104,95,97,60,74
SNB-19,0.9*,98,104,.,85,100,105,108,100,99
COLO 205,85,114,119,98,109,101,101,106,115,105

11: COc1ccc(/C(C)=N\NC(=O)c2cc3ccccc3oc2=N)cc1
12: O=c1[nH]c(=O)n(Cc2ccc(B(O)O)cc2)cc1F
13: CN=C(NC)c1ccc(CN2CCN(Cc3ccc(C(=NC)NC)cc3)CC2)cc1
14: Cc1ccccc1-n1c(C)nc2c(c(C)nn2-c2ccccc2)c1=O
15: Cc1cc(C)n(-c2nc(-c3ccccc3)c(C#N)c(=O)n2C)n1
16: C1CCCc2c(-c3noc4c3CCCCCC4)noc2CC1
17: C/C1=C\CC2CCC(C)(O)C(CC(O)/C(C)=C/CC1)C2(C)C (centres undefined)
18: Cc1ccc(S(=O)(=O)Oc2c(Br)cc(Br)cc2Br)cc1
19: CCCCC(CC)COC(=O)/C=C/c1cccc2c1C(=O)NC(C)(c1cc3cc(OC)ccc3oc1=O)N2 (centres undefined)
20: CCC(=O)OCCNC(=O)/C=C/c1ccc(OC)cc1

assay / entry,11,12,13,14,15,16,17,18,19,20
HCT-15,96,99,109,78,92,108,94,90,56,93
HCT-116,106,100,102,66,96,105,104,87,55,88
SW-620,107,95,102,96,99,133,102,103,96,93
HT29,110,107,97,63,103,103,107,98,64,95
HCC-2998,108,104,92,105,86,111,.,85,84,104
KM12,113,104,99,96,92,106,108,92,74,95
SNB-75,92,95,102,74,76,117,113,103,68,87
SNB-19,99,104,103,99,101,93,101,95,70,112
COLO 205,146,101,105,115,112,111,140,.,69,113

21: COc1c(F)ccc(C(=O)Nc2ccc3nc(NC(=O)C4CCCN(S(=O)(=O)c5cccc(Cl)c5)C4)sc3c2)c1F (centres undefined)
22: COc1ccc(-c2cnc3sc(C(=O)NN)c(C)n23)cc1
23: c1cncc(-c2nc3ccccc3n3cccc23)c1
24: CCN(CC)CCC(=O)Nc1cccc2c1C(=O)c1c(c(O)c3ccccc3c1O)C2=O
25: CCCn1nc(C(=O)N2CCCCC2)c2c1CCC(Nc1ccc(Oc3cccnc3)cc1)C2 (centres undefined)
26: COc1ccc(C2C(C#N)=C(N)Oc3cc(O)ccc32)cc1 (centres undefined)
27: C#CCOc1ccccc1/C=N/Nc1nc(-c2ccc(Br)cc2)cs1
28: CC(C)CNCC(O)Cc1ccccc1 (centres undefined)
29: Cc1cc(N)c2cc(NC(=O)/C=C\c3ccccc3Cl)ccc2n1
30: CCN(CC)c1ccc2cc(C(Nc3ccc(F)c(Cl)c3)c3nnnn3C(C)(C)C)c(=O)oc2c1 (centres undefined)

assay / entry,21,22,23,24,25,26,27,28,29,30
HCT-15,69,101,104,52,94,96,84,95,11,101
HCT-116,64,98,104,45,96,111,94,97,-73*,90
SW-620,99,112,106,44,109,101,88,99,-91*,102
HT29,82,112,133,57,110,103,100,89,-64*,94
HCC-2998,102,102,100,81,117,114,110,106,.,117
KM12,82,100,105,57,108,99,90,105,-84*,100
SNB-75,.,95,96,38,96,82,98,95,-91*,77
SNB-19,80,99,107,77,95,97,98,108,-86*,88
COLO 205,86,120,113,51,115,108,99,107,-66*,116

31: Cn1c(C(=O)c2cccc3ccccc23)nc2ccccc21
32: CC(C)CCSc1nc(-c2ccc(F)cc2)c(C#N)c(N2CCN(C)CC2)n1
33: CCCCNC(=O)Nc1ccc(S(=O)(=O)c2ccccc2)cc1
34: COc1ccccc1NC(=O)N1CCN(C)CC1
35: CN(C)CCCn1c2c(c3ccccc31)CCCCCC2
36: [N-]=[N+]=Nc1ncc(-c2ccc(C(F)(F)F)cc2)c(NC2CCCCCC2)n1
37: CSCCC1NC(=O)C(/C(C)=N\NC(N)=O)=C1O (centres undefined)
38: Cc1ccc(NS(=O)(=O)c2cc(C)ccc2C)cc1
39: CCOC(=O)C1=CSC2=NC3=C(CCCC/C3=C\c3ccc(OC)c(OC)c3)C(c3ccc(OC)c(OC)c3)N12 (centres undefined)
40: O=C1/C(=C/c2ccc(-c3cccc(C(F)(F)F)c3)o2)SC(=S)N1CCc1ccc(O)cc1

assay / entry,31,32,33,34,35,36,37,38,39,40
HCT-15,29,84,94,108,97,26[100 µM],111,33,92,69
HCT-116,23,79,91,106,89,16[100 µM],89,18,115,76
SW-620,22,90,100,104,105,27[100 µM],102,20,115,86
HT29,21,82,109,105,82,31[100 µM],100,11,93,80
HCC-2998,6.8*,97,107,106,88,40[100 µM],110,51,110,107
KM12,26,92,98,110,104,.,102,16,112,55
SNB-75,39,73,84,100,40,50[100 µM],81,.,91,57
SNB-19,10,92,92,109,97,41[100 µM],99,53,102,104
COLO 205,13,85,112,.,93,36[100 µM],106,33,99,-3.1*

41: C[C@H]1[C@@H]2[C@H]3CC[C@@H]4[C@@]5(C)Cc6c([nH]c7ccccc67)C(C)(C)[C@@H]5CC[C@@]4(C)[C@]3(C)CC[C@]23CO[C@]1(C)[C@@H](C(=O)/C=C/c1ccccn1)C3
42: OCC[N+](CCO)(CCO)CCO
43: O=C(CCl)OCCCOCCCOc1ccccc1
44: Cc1cccc(C)c1NC(=O)n1c(=O)cc(C)c2ccc(O)cc21
45: CCN(CC)S(=O)(=O)c1ccc(O)c(NC(=O)c2sc3cc(F)ccc3c2Cl)c1
46: COc1ccc(C2=CN3CC=CC3CC2=O)cc1 (centres undefined)
47: CC(=O)Nc1ccc2ccccc2c1[N+](=O)[O-]
48: O=S(c1ccccc1)c1no[n+]([O-])c1-c1ccncc1 (centres undefined)
49: COc1ccc(/C=C\C(=O)OCC2CCCCC2)cc1
50: COc1cc2oc(-c3ccc(NC(=O)c4cccc(C#N)c4)cc3)cc(=O)c2c(OC)c1OC

assay / entry,41,42,43,44,45,46,47,48,49,50
HCT-15,86,102,106,108,112,95,.,104,99,95
HCT-116,46,103,101,109,105,90,110,109,91,106
SW-620,96,99,109,107,110,105,93,99,100,106
HT29,83,108,113,110,123,90,101,110,85,104
HCC-2998,103,102,98,106,.,91,86,101,101,96
KM12,93,106,102,105,106,101,89,106,101,106
SNB-75,91,98,104,87,129,91,.,94,82,90
SNB-19,86,113,98,103,.,105,99,100,108,94
COLO 205,102,109,114,114,114,102,104,106,108,107

51: Cc1cc(O)c(C2=NN(c3ccc(S(N)(=O)=O)cc3)C(c3ccc(N(C)C)cc3)C2)c(C)c1Cl (centres undefined)
52: C[C@H]1OC(=O)/C=C/C(=O)[C@@H](OC(=O)CCC(=O)O)CCCCCCCC[C@@H]1O
53: CN(C)c1cccc2c(S(=O)(=O)/N=C(\N)Nc3nc4ccccc4s3)cccc12
54: C=C1C(=O)O[C@H]2[C@H]1CC/C(COC(=O)NCc1cc[nH]c1)=C\CC[C@@]1(C)O[C@@H]21
55: CN(C)c1ccc2nc3c(C(=O)O)cc(=O)c(O)c-3oc2c1
56: O=C(NS(=O)(=O)c1ccc2ccccc2c1)n1ccc2cc(Br)cnc21
57: CN1C(=O)N(C)C2Nn3c(s/c(=C4\C(=O)N(CCc5ccccc5)c5ccccc54)c3=O)=NC21 (centres undefined)
58: CNc1nc(Cl)nc2c1ncn2-c1ccccc1
59: O=C(O)Cc1cccc([N+](=O)[O-])c1
60: O=C(/C=C(/C=C/c1ccc(OCc2ccccc2)c(OCc2ccccc2)c1)OB(F)F)/C=C/c1ccc(OCc2ccccc2)c(OCc2ccccc2)c1

assay / entry,51,52,53,54,55,56,57,58,59,60
HCT-15,80,99,43,25,105,109,45,88,108,103
HCT-116,41,69,42,36,102,102,37,94,98,106
SW-620,72,104,31,22,101,111,52,103,122,101
HT29,53,101,48,43,104,100,38,101,107,100
HCC-2998,94,112,70,95,107,.,86,.,101,103
KM12,62,100,36,78,104,113,66,78,120,101
SNB-75,79,96,.,70,92,68,48,77,84,85
SNB-19,107,98,54,83,99,120,86,79,103,98
COLO 205,76,99,86,31,115,107,60,103,108,106

Reprinted at random: two entries already listed.
53: CN(C)c1cccc2c(S(=O)(=O)/N=C(\N)Nc3nc4ccccc4s3)cccc12
58: CNc1nc(Cl)nc2c1ncn2-c1ccccc1

assay / entry,53,58
HCT-15,43,88
HCT-116,42,94
SW-620,31,103
HT29,48,101
HCC-2998,70,.
KM12,36,78
SNB-75,.,77
SNB-19,54,79
COLO 205,86,103

(next part)
61: CCC(C)(C)C(=O)O[C@H]1C[C@@H](C)C=C2C=C[C@H](C)[C@H](CCC3CC3CC(=O)OC)C21 (some centres undefined)
62: O=c1[nH]c2ccccc2cc1-c1nnc(-c2ccccc2O)o1
63: Cc1cc(C)c2c(N)c(C(=O)c3ccc4c(c3)OCCO4)sc2n1
64: COc1cc(C(=O)n2cc(-c3ccc(Cl)cc3)c(N)n2)cc(OC)c1OC
65: CCCCCCCCCCCCCCCC(=O)CCCCCCCCCCCCCCC
66: N#Cc1ccc(C(=O)C[n+]2cn(CC(=O)Nc3cccc4cccnc34)c3ccccc32)cc1
67: N#Cc1c(-c2ccc([N+](=O)[O-])cc2)cc(-c2c[nH]c3ccccc23)nc1-c1c[nH]c2ccccc12
68: COc1cc(Nc2nc(N[C@H]3CCCC[C@@H]3N)nc3cc[nH]c(=O)c23)cc(OC)c1
69: O=C(NNC(=O)c1ccncc1)Nc1ccc(N=Nc2ccccc2)cc1

assay / entry,61,62,63,64,65,66,67,68,69
HCT-15,88,94,95,86,.,99,99,61,94
HCT-116,64,93,104,90,106,102,101,7.9*,91
SW-620,85,105,106,108,103,98,106,14,107
HT29,99,103,102,103,106,107,111,7.7*,108
HCC-2998,103,99,115,93,103,109,109,32,103
KM12,90,102,95,112,110,100,98,7.4*,93
SNB-75,97,80,104,99,86,51,90,.,82
SNB-19,83,118,109,88,108,90,101,37,90
COLO 205,116,97,107,110,114,109,114,19,90

Exported as labelled records: entries from further up
30: CCN(CC)c1ccc2cc(C(Nc3ccc(F)c(Cl)c3)c3nnnn3C(C)(C)C)c(=O)oc2c1 (centres undefined)
  HCT-15 = 101
  HCT-116 = 90
  SW-620 = 102
  HT29 = 94
  HCC-2998 = 117
  KM12 = 100
  SNB-75 = 77
  SNB-19 = 88
  COLO 205 = 116
31: Cn1c(C(=O)c2cccc3ccccc23)nc2ccccc21
  HCT-15 = 29
  HCT-116 = 23
  SW-620 = 22
  HT29 = 21
  HCC-2998 = 6.8*
  KM12 = 26
  SNB-75 = 39
  SNB-19 = 10
  COLO 205 = 13
32: CC(C)CCSc1nc(-c2ccc(F)cc2)c(C#N)c(N2CCN(C)CC2)n1
  HCT-15 = 84
  HCT-116 = 79
  SW-620 = 90
  HT29 = 82
  HCC-2998 = 97
  KM12 = 92
  SNB-75 = 73
  SNB-19 = 92
  COLO 205 = 85
33: CCCCNC(=O)Nc1ccc(S(=O)(=O)c2ccccc2)cc1
  HCT-15 = 94
  HCT-116 = 91
  SW-620 = 100
  HT29 = 109
  HCC-2998 = 107
  KM12 = 98
  SNB-75 = 84
  SNB-19 = 92
  COLO 205 = 112

One compound at a time, as listed above. Values in the order: HCT-15	HCT-116	SW-620	HT29	HCC-2998	KM12	SNB-75	SNB-19	COLO 205
Entry for CCC(C)(C)C(=O)O[C@H]1C[C@@H](C)C=C2C=C[C@H](C)[C@H](CCC3CC3CC(=O)OC)C21 (some centres undefined) = 88	64	85	99	103	90	97	83	116
Entry for O=C(NNC(=O)c1ccncc1)Nc1ccc(N=Nc2ccccc2)cc1 = 94	91	107	108	103	93	82	90	90
Entry for N#Cc1c(-c2ccc([N+](=O)[O-])cc2)cc(-c2c[nH]c3ccccc23)nc1-c1c[nH]c2ccccc12 = 99	101	106	111	109	98	90	101	114
Entry for N#Cc1ccc(C(=O)C[n+]2cn(CC(=O)Nc3cccc4cccnc34)c3ccccc32)cc1 = 99	102	98	107	109	100	51	90	109
Entry for CCCCCCCCCCCCCCCC(=O)CCCCCCCCCCCCCCC = .	106	103	106	103	110	86	108	114
